# TEAD-YAP inh: TEAD-YAP interaction inhibition; 1.4% of 640,000 active; HEK-TIYL cells, TEAD-Gal4/YAP UAS-luciferase luminescence; inhibition, % at 9.12 µM; in the data active means inhibition above about 32%;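 further: 0% = median of test compound wells and 100% = reference inhibitor wells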
# MITF inh: inhibitors of human MITF; AlphaScreen MITF homodimerization, bead proximity signal; inhibition, % at 2.6 µM; 0.91% of 650,000 active; AID 1259374; in the data active means inhibition above about 50%;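 further: 0% = vehicle wells with protein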
# Target sequence (O75030 whole entry, looked up): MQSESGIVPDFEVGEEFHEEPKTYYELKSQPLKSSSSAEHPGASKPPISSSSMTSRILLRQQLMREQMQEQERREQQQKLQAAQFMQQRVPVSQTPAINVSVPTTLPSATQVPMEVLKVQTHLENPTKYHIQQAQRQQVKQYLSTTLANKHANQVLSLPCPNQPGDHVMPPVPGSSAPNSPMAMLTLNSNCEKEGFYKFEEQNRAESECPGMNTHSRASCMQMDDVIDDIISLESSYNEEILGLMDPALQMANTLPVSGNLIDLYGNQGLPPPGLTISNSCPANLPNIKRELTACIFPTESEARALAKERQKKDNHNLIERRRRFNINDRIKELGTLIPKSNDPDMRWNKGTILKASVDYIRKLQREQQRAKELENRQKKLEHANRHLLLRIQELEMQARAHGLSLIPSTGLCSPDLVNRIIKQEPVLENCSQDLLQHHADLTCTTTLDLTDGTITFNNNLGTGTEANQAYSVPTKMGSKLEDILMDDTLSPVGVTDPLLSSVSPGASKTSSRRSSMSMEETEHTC
# GPR151 ag: activates the human receptor GPR151; AID 1508602; 1% of 650,000 active; PathHunter beta-arrestin GPR151 cells, luminescence; activation, % at 11.2 µM; in the data active means activation above about 4.9%;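 further: 0% = median of compound wells and 100% = cells with positive control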
# Target sequence (Q8TDV0 whole entry, looked up): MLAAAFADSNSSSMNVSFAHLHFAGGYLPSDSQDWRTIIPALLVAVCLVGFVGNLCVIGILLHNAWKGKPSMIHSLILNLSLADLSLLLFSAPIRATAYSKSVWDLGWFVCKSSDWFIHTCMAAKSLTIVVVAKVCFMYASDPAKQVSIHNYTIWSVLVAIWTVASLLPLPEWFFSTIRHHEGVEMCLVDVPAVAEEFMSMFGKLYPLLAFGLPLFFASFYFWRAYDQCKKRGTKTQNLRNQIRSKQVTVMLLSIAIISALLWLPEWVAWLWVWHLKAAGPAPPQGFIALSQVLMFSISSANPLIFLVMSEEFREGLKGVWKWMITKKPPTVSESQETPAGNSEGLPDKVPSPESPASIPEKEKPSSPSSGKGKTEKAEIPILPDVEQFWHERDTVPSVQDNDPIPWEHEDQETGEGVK
# FBW7 activator: human FBW7 E3 ligase activation, primary screen; Q969H0; AlphaScreen FBW7–phospho-cyclin E peptide binding, activator screen; normalized activity (activation), % at 26.1 µM; 0.13% of 650,000 active; AID 1259310; in the data active means normalized activity above about 1.9%;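 further: purified mutant Fbw7 with reduced substrate affinity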
# Active calls of the source: *; nt = not tested or not shown; & = joins results of further samples.
SMILES	MITF inh	FBW7 activator	TEAD-YAP inh	GPR151 ag
Cc1sc2ncn(CC(=O)Nc3cccc(Cl)c3)c(=O)c2c1S(=O)(=O)N1CCOCC1	11	0.0	-33	1.7
CC(C)(C)c1ccc(OCC(O)CSc2ncn[nH]2)cc1 (stereo not given)	-2	0.1	-33	0.3
CC(N=c1ccccn1C(=O)Nc1cccc(C(F)(F)F)c1)c1ccco1 (stereo not given)	4	0.0	-3	-0.2
COc1cccc2cc(C(=O)OCC(=O)Nc3cccc([N+](=O)[O-])c3)c(=O)oc12	9	0.0	-37	-0.3
NC(=O)C1Cc2ccccc2N1C(=O)CCC1CCCCC1 (stereo not given)	-4	0.0	9	0.4
O=c1[nH]n(-c2ncnc3sc4c(c23)CCCC4)c(=O)c2ccccc12	-4	-0.2	4	1.8
C#CCSc1ncnc2c1cnn2-c1ccccc1	2	0.4	-48	-1.8
CC(=O)CC1OC(=O)C(Oc2ccccc2)=C1Cl (stereo not given)	-2	-0.1	-6	-0.1
COC(=O)c1ccccc1NC(=O)c1cc2c(C)nn(-c3ccccc3)c2s1	17	0.2	0	-1.8
O=C(/C=C/c1ccc(-c2ccccc2)o1)Nc1ccc([N+](=O)[O-])cc1	-1	-0.1	0	-0.1
CCCCCCSc1nnc2c(n1)OC(C(=O)c1ccccc1)Nc1ccccc1-2 (stereo not given)	23	0.0	5	1.3
Cc1cc(C)nc(SCC(=O)N(c2ccc(F)cc2)c2nccs2)n1	6	0.0	-11	0.7
O=C(COC(=O)c1ccc(S(=O)(=O)NCc2ccco2)cc1)c1ccccc1	-1	-0.2	-17	-0.6
CCc1cccc(C)c1NC(=O)Cn1cnc2c1c(=O)n(C)c(=O)n2C	4	0.1	4	3.4
O=C(Nc1ccc(Cl)c(-c2nc3cc(Cl)ccc3o2)c1)c1ccccc1[N+](=O)[O-]	7	-0.1	-4	0.4
COc1cc(OC)cc(C(=O)Nc2ccc(S(=O)(=O)Nc3cnc4ccccc4n3)cc2)c1	2	-0.1	4	0.5
Cc1sc2ncnc(N3CCN(c4ccc([N+](=O)[O-])cc4)CC3)c2c1C	-3	0.1	5	1.1
O=C(CSc1nnc(NC(=O)c2ccccc2)s1)NCC1CCCO1 (stereo not given)	-2	-0.1	-14	-2.4
CCOc1ccc(CN2CCN(Cc3cnn(C)c3C)CC2CCO)cc1 (stereo not given)	-3	0.0	3	1.4
c1cc(-n2cnc3c(Nc4ccc(N5CCOCC5)cc4)nc(N4CCOCC4)nc32)cs1	15	-0.4	-13	1.0
CCOc1ccc(/C(O)=C2/C(=O)C(=O)N(Cc3cccnc3)C2c2ccc(OC)c(OC)c2)cc1 (stereo not given)	-8	-0.1	-1	3.4
COc1cccc(CNC(=O)CCC2CCCN(C(=O)c3ccsc3)C2)c1 (stereo not given)	16	0.1	11	-0.8
COC(=O)c1c(-c2cc(OC)c(OC)c(OC)c2)c2ccnc(OCc3ncccn3)c2c(=O)n1Cc1ccnc(C)c1	17&10	-0.2&0.0	-1	-1.0&-0.3
O=C(O)CCCCn1c(SCC(=O)NCc2ccco2)nc2ccsc2c1=O	-5	0.3	5	-1.3
O=C(NCCN=Cc1ccc([N+](=O)[O-])cc1)c1c(O)c2ccccc2oc1=O	5	0.8	5	-0.9
COC(=O)c1ccc2c(=O)n(Cc3ccc(C(=O)NC4CCCC4)cc3)c(=S)[nH]c2c1	-12	-0.1	-4	0.0
COc1ccc(S(=O)(=O)NCCc2ccccc2)c2ccccc12	-4	-0.2	-5	0.1
Cc1ccc(-c2nc3ccc(Br)cc3c(=O)o2)cc1	-10	0.0	-6	-1.5
Cc1[nH]ncc1-c1ccc2nc(C3COc4ccccc4O3)nc(SCCN(C)C)c2c1 (stereo not given)	28	0.6	13	-0.4
CCCc1nc(SCC(=O)Nc2nc(C)c(C)s2)c2ccccc2n1	22	0.7	-5	0.3

# Structures above that have a furan ring, fused or not (4):
SMILES	MITF inh	FBW7 activator	TEAD-YAP inh	GPR151 ag
CC(N=c1ccccn1C(=O)Nc1cccc(C(F)(F)F)c1)c1ccco1 (stereo not given)	4	0.0	-3	-0.2
O=C(/C=C/c1ccc(-c2ccccc2)o1)Nc1ccc([N+](=O)[O-])cc1	-1	-0.1	0	-0.1
O=C(COC(=O)c1ccc(S(=O)(=O)NCc2ccco2)cc1)c1ccccc1	-1	-0.2	-17	-0.6
O=C(O)CCCCn1c(SCC(=O)NCc2ccco2)nc2ccsc2c1=O	-5	0.3	5	-1.3

# Additional compounds.
SMILES	MITF inh	FBW7 activator	TEAD-YAP inh	GPR151 ag
Cc1ccc(N2CCCn3c2nc2c3c(=O)n(CCN3CCCCC3)c(=O)n2C)cc1	-11	-0.2	4	-0.3
Cc1ccc(C)c2c1=NC(=O)C=2c1sc(=Nc2ccccc2)n(-c2ccccc2)c1O	15	0.1	6	1.7
OCCN1CCN(c2cc(-c3cccnc3)nc(-c3ccccc3)n2)CC1	-1	-0.1	1	0.3
COC(=O)c1ccccc1NC(=O)C(CCS(C)(=O)=O)NC(C)=O (stereo not given)	-11	0.3	-4	-0.1
CCc1ccc2c(c1)C(c1ccccc1)C(=O)O2 (stereo not given)	-5	0.2	3	-0.3
C[C@H]1/C=C/CC(=O)OC[C@H](C)C(=O)N2CCC[C@H]2C(=O)OC1	10	0.1	nt	-1.7
COc1ccccc1C1NC(=O)NC(C)=C1C(=O)OCCC#N (stereo not given)	-18	-0.1	5	0.8
Cc1nn(-c2ccccc2)c(Cl)c1/C=N/NC(=O)CNc1n[nH]c(=O)[nH]c1=O	21	0.6	-6	0.2
O=S(=O)(c1ccc(-c2nc3ccccc3s2)cc1)N1CCc2ccccc21	7	0.2	1	0.8
Cc1csc(NC(=O)CN2N=C(C(C)(C)C)Cn3c(cc4ccccc43)C2=O)n1	8	-0.1	-3	0.7
CCOc1ccc(CSc2n[nH]c(C)n2)cc1	5	0.2	88*	-3.7
CCOc1ccc(NC(=O)CS(=O)(=O)Cc2ccccc2)cc1	13	0.1	8	0.3
CCOC(CNc1ncnc2c1nnn2C)OCC	14	0.1	0	2.3
CC(=O)N1c2ccccc2NC2=C(C(=O)CC(c3ccccc3)C2)C1c1cccs1 (stereo not given)	13	0.3	12	-0.3
CSc1nsc(SCC(=O)NCc2ccc(C)cc2)n1	2	-0.2	2	0.4
COc1ccc(NC(=O)c2sc(=S)n(-c3ccccc3)c2N)c(OC)c1	-4	-0.1	-8	-0.8
O=C(Cn1cnc2scc(-c3ccccc3)c2c1=O)N1CCN(c2ccc(Cl)cc2)CC1	-7	-0.1	7	1.2
O=C(Cc1ccccc1)Nc1ccc(N2C(=O)c3ccc4c5c(ccc(c35)C2=O)CC4)cc1	-1	-0.1	43*	1.3
COCCNC(=O)c1cc(Nc2cc(C)ccc2C)nc2ccccc12	-9	-0.1	6	-0.3
O=C(c1ccc(F)cc1)[C@H]1CCCN(C(=O)c2ccco2)C1	20	0.2	14	0.4
O=C(COc1cccc(Cl)c1)Nc1nc(-c2ccc([N+](=O)[O-])cc2)cs1	-3	-0.2	0	-0.1
Cc1ccc(-n2cc(-c3ccccc3)c3c(N4CCCC4)ncnc32)cc1Cl	4	0.2	-3	1.7
COc1ccc([N+](=O)[O-])cc1NC(=O)c1ccccc1Oc1ccccc1	3	-0.1	-22	-1.0
OCCCn1c(-c2ccc(F)cc2)csc1=Nc1ccc(F)cc1	11	-0.4	-19	0.2
Cc1noc(C)c1CCC(=O)N1Cc2ccccc2OC(c2ccccc2)C1 (stereo not given)	-5	-0.1	14	-0.3
COC(=O)CCC(=O)N1CCc2ccccc21	0	0.6	12	-0.5
N=C1C(c2nc3ccccc3s2)=C(O)CN1C1CCC(O)CC1 (stereo not given)	-3	0.0	-21	-0.2
COc1ccc(S(=O)(=O)N(CC(=O)NCC2CCCO2)C2CCCCC2)cc1OC (stereo not given)	5	0.0	0	0.1
O=C(NC1CCCCC1)C(c1ccc(F)cc1)N(C(=O)c1ccccn1)c1cccnc1 (stereo not given)	3	0.2	18	-1.0
O=C(c1cc2n(n1)C(C(F)(F)F)CC(c1ccc(F)cc1)N2)N1CCCC1 (stereo not given)	1	-0.1	-4	0.4
O=C(CC1C(=O)NCCN1C(=O)Nc1ccc(Cl)cc1)Nc1ccc(F)cc1 (stereo not given)	3	0.0	-6	0.6
O=C(CCCCn1c(=O)[nH]c2ccccc2c1=O)NC1CCCC1	0	0.0	13	1.5
CC(=O)c1ccc(NC(=O)Nc2ccc(I)cc2)cc1	-5	-0.2	-75	-1.0
Cc1c(C(=O)C(=O)NCc2ccc3c(c2)OCO3)c2ccccc2n1C	14	-0.1	2	-0.6
CCOC(=O)c1cnc2ccc(OCC)cc2c1Nc1ccccc1C	2	-0.1	-5	1.9
COCCNC(=O)C(=O)c1c(C)n(C)c2ccccc12	7	0.1	3	0.2
c1ccc(-c2cn3c4ccccc4nc3n2CCN2CCCCC2)cc1	-7	0.0	3	-0.3
Cc1ccc(-n2nnnc2SCCN)c(C)c1	28	0.1	15	-1.5
Cc1ccc(NC(=O)COc2ccc(C(C)(C)C)cc2)cc1[N+](=O)[O-]	10	0.0	4	2.0
O=C(CCCc1nc(-c2ccc(Cl)cc2)no1)N1CCOCC1	9	0.0	11	0.9

# Two of the compounds above, with two lines to a compound:
# Under each structure: MITF inh, FBW7 activator, TEAD-YAP inh, GPR151 ag
O=C(CCCc1nc(-c2ccc(Cl)cc2)no1)N1CCOCC1
 : 9, 0.0, 11, 0.9
O=C(CCCCn1c(=O)[nH]c2ccccc2c1=O)NC1CCCC1
 : 0, 0.0, 13, 1.5

# Other entries follow:
SMILES	MITF inh	FBW7 activator	TEAD-YAP inh	GPR151 ag
CCOC(=O)CCN(Cc1c(Cl)cccc1Cl)S(=O)(=O)c1cccc(Cl)c1	-7	0.1	0	1.3
CCOC(=O)Cn1nnnc1CN(CCO)Cc1cc2cc(C)ccc2[nH]c1=O	5	0.2	6	4.6
COc1ccc2nc(N3CCC(C(=O)NCCCN4CCN(C)CC4)CC3)sc2c1	-7	0.0	5	0.2
O=C(CN1CC(c2ccccc2)CC1=O)N/N=C/c1ccccc1C(=O)O (stereo not given)	-4	0.0	7	0.7
CC1=C(C(=O)N(C)CCC#N)C2(CCCCC2)OC1=O	14	0.2	13	-1.0
COc1ccc(CN2CCN(Cc3cccc4ccccc34)CC2)cc1	57*	-0.1	10	-0.3
COc1ccc(-c2nc3cc(Cl)ccc3c(=O)o2)cc1OC	6	-0.1	0	-0.2
CCC(C)NC(=O)CCS(=O)(=O)c1ccc2c(c1)C(C)(C)C(=O)N2C (stereo not given)	0	0.1	1	-0.1
CCOC(=O)c1c(NC(=O)CSc2nnc(CNC(=O)c3cccs3)n2-c2cccc(Cl)c2)sc2c1CCCC2	-13	0.0	-5	2.2
COc1ccc(OCCCC(=O)Nc2ccc(C)cc2)cc1	-7	0.0	-8	-0.3
Nc1ncnc2nc(SCCN3CCCCC3)[nH]c12	-2	0.2	6	0.2
O=C(Nc1ccccc1Cl)C1CCCCC1	16	0.0	-1	-0.3
O=C(NC(F)(F)F)Oc1ccc(F)cc1	12	0.2	14	1.2
O=C(Nc1ccc2[nH]ncc2c1)C1CCCN1C(=O)NCc1ccc(Br)cc1 (stereo not given)	-9	0.1	3	-1.2
CCN(CC)C(=O)C1CCCN(C(=S)Nc2ccccc2)C1 (stereo not given)	11	0.4	9	-0.5
CSc1ncccc1C(=O)NCC1Cc2cccc(-c3ncccn3)c2O1 (stereo not given)	-22	0.1	7	-0.6
COc1cccc(C2=N/C(=C\c3ccc(Br)cc3)C(=O)O2)c1	10	0.0	0	0.5
CC1=C(C(=O)OC(C)C)C(c2ccccc2)NC(=O)N1 (stereo not given)	14	0.5	-2	-0.4
COc1ccc2c(c1)-c1c(ssc1=S)C(C)(C)N2C(=O)C(C)N1C(=O)c2ccccc2C1=O (stereo not given)	7	0.0	0	1.3
CCCCOc1ccc(C2C(C#N)=C(N)Oc3n[nH]c(CCC)c32)cc1 (stereo not given)	7	0.1	7	0.0
Cc1ccc(NC(=O)/C=N/OC(=O)NC2CCCCC2)cc1	4	0.0	-45	3.6
CCOc1ccc(NC(=O)c2c(NC(=O)c3ccc(F)cc3)sc3c2CCC3)cc1	4	0.2	-6	-0.3
COCCCNc1nc2c(c(=O)n(C)c(=O)n2C)n1Cc1cccc(Cl)c1	22	0.2	7	0.2
COc1cccc(C(=O)Nc2cccc(-c3nc4ccccc4o3)c2)c1	11	-0.2	-2	0.9
O=C(NC1CC1)c1ccc(-c2nc(NCc3nc4ccccc4[nH]3)c3ncn(CCN4CCCC4=O)c3n2)cc1	-4	-0.2	4	-0.1
CCc1ccccc1N1CCN(S(=O)(=O)c2cc(OC)ccc2OC)CC1	11	0.5	-6	4.7
CCn1cnc2sc(C(=O)Nc3ccc(Oc4ccc5c(c4)C(=O)N(c4ccc6c(c4)OCO6)C5=O)cc3)c(C)c2c1=O	-2	-0.1	4	-0.1
Cc1cccc(OCc2nnc(-c3ccc(F)cc3)o2)c1	6	0.5	-3	-0.8
COCCCNc1oc(-c2ccc(OC)cc2)nc1S(=O)(=O)c1ccc(C)cc1	5	0.0	4	1.1
COc1cc(N/N=C/c2cc(Br)ccc2O)ncn1	9	0.0	-8	4.2

# Source: PubChem
